# NCI-60 one-dose screen, 48 h, at 10 µM unless noted. Numbers give growth in % (100 = growth as untreated, 0 = no growth, -100 = all killed).
# HT29: HT29 colon cancer; 81,000 compounds, 7.4% hits; AID 1794748
# NCI-H460: NCI-H460 lung cancer; 82,000 compounds, 6.8% hits; AID 1794736
# NCI-H322M: NCI-H322M lung cancer; 80,000 compounds, 2.7% hits; AID 1794733
# KM12: KM12 colon cancer cells; 82,000 compounds, 5% hits; AID 1794800
# NCI-H226: NCI-H226 lung cancer; 79,000 compounds, 3.5% hits; AID 1794732
# COLO 205: COLO 205 colon cancer | AID 1794742 | 79,000 compounds, 7.3% hits
# SW-620: SW-620 colon cancer; 82,000 compounds, 5.2% hits
# HCT-15: HCT-15 colon cancer; 82,000 compounds, 5.2% hits; AID 1794746
# HCT-116: HCT-116 colon cancer; 82,000 compounds, 7.3% hits
# The depositor's hits bear a star; . = not tested or not shown; [ ] = remark or other dose. How the source made its calls: active means growth percent below 10; inactive means the rest. Rows were taken by chance. Share with any hit: about 11%.
SMILES,HT29,NCI-H460,NCI-H322M,KM12,NCI-H226,COLO 205,SW-620,HCT-15,HCT-116
Cc1ccccc1-c1csc(N)n1,95,105,104,103,102,101,103,103,109
COc1ccc(N2C(=O)c3ccccc3[C@@H](C(=O)O)[C@@H]2c2ccccc2)cc1,108,105,99,95,91,112,97,95,95
CC(=O)C1CCC2C3CCC4CC(=O)CCC4(C)C3C=CC12C (stereo not drawn),77,111,.,107,90,108,108,96,92
c1ccc(CC2=Nc3ccccc3N3CNN=C23)cc1,103,102,.,102,85,116,94,117,108
O=C(Cc1ccc(/C=C/C(=O)c2ncc[nH]2)cc1)Nc1ccc(S(F)(F)(F)(F)F)cc1,-26*,98,95,8.1*,94,83,10,34,-74*
c1ccc(Cn2cc3c(c2-c2ccccc2)CCc2cnc(Nc4ccccc4)nc2-3)cc1,65,71,77,57,84,104,62,52,67
CCN1C(=O)N(CC)C2NN3C(=O)C=C(c4ccccc4)SC3=NC21 (stereo not drawn),117,101,100,96,89,117,100,87,99
O=NOCc1ccccc1,95,99,98,101,102,109,99,103,97
COC[C@@H](C)n1c(C2CCOCC2)nc2c1C1C=C(OC)C(c3c(C)noc3C)=CC1N=C2 (stereo partly drawn),17,59,41,43,65,32,72,31,53
CCOC(=O)C1CSC(c2ccc(F)cc2)=N1 (stereo not drawn),101,102,92,104,98,109,93,100,110
COc1ccc(C/C(C)=C(/c2ccc(OCCN3CCOCC3)cc2)c2ccc(OC(=O)c3ccccc3)cc2)cc1,86,107,109,98,108,111,104,97,85
CN=C(N)N/N=C(\c1ccccc1)c1ccc(Br)cc1,-7.7*,6.2*,0.5*,9.2*,16,-56*,29,12,8.6*
CC(C)NC(=O)c1cc(-c2ccc(NC(=O)Nc3cc(C(F)(F)F)cc(C(F)(F)F)c3)cc2)nc2cccnc12,99[8.25 µM],84[8.25 µM],111[8.25 µM],92[8.25 µM],96[8.25 µM],113[8.25 µM],101[8.25 µM],92[8.25 µM],82[8.25 µM]
O=C(Nc1ccccc1Cl)Oc1ccc(-c2ccccc2)cc1,103,105,114,120,103,127,112,104,110
COc1ccc(N2CCN(CC(=O)N3CCN(c4nnc(-c5ccccc5)c(-c5ccccc5)n4)CC3)CC2)cc1,26,43,78,37,46,48,55,36,30
CCN1CCN(C(=O)CC[C@@H](C)[C@H]2CC[C@H]3[C@@H]4CC[C@@H]5/C(=C\c6ccco6)C(=O)/C(=C\c6ccco6)C[C@]5(C)[C@H]4CC[C@]23C)CC1,104,100,109,100,93,118,101,96,81
Cc1cc2c(s1)CCCC1CC(=O)N(CN3CCN(c4ccccc4F)CC3)N=C21 (stereo not drawn),104,103,98,102,113,118,108,101,115
COc1cc(/C=C/C(=O)/C=C(O)/C=C/c2ccc(OC(=O)c3cccs3)c(OC)c2)ccc1OC(=O)c1cccs1,108,108,108,109,.,.,114,107,94
COc1nc(N)c(C=O)c(=O)n1C,108,113,112,109,111,110,109,107,101
C[C@@H](CN)NC(=O)c1cc2cc(Cl)c(F)c(F)c2[nH]1,94,94,93,99,29,113,90,100,94
Oc1ccc[nH]c1=S,97,101,108,101,94,125,105,97,91
CC(C)c1ccc(Cn2nc(Nc3ccc(Cl)c(Cl)c3)nc2N)cc1,87,94,93,59,79,112,106,74,81
NC(=O)c1c(NC(=O)c2ccc(Cl)cc2)sc2c1CCC(=O)C2,63,100,94,42,98,76,13,63,8.7*
CCCCCCCCCCCCCCCCCCCC/C=C/C1CC(=O)OC1=O (stereo not drawn),107,100,97,104,105,106,100,94,96
Cc1cc2n(n1)C(C(C)C)C(C(=O)c1cc(Cl)c(C)cc1O)=CN2 (stereo not drawn),91,91,106,72,71,93,96,86,57

# Pulled one by one from above (seven):
SMILES,HT29,NCI-H460,NCI-H322M,KM12,NCI-H226,COLO 205,SW-620,HCT-15,HCT-116
O=NOCc1ccccc1,95,99,98,101,102,109,99,103,97
COC[C@@H](C)n1c(C2CCOCC2)nc2c1C1C=C(OC)C(c3c(C)noc3C)=CC1N=C2 (stereo partly drawn),17,59,41,43,65,32,72,31,53
CCOC(=O)C1CSC(c2ccc(F)cc2)=N1 (stereo not drawn),101,102,92,104,98,109,93,100,110
COc1cc(/C=C/C(=O)/C=C(O)/C=C/c2ccc(OC(=O)c3cccs3)c(OC)c2)ccc1OC(=O)c1cccs1,108,108,108,109,.,.,114,107,94
C[C@@H](CN)NC(=O)c1cc2cc(Cl)c(F)c(F)c2[nH]1,94,94,93,99,29,113,90,100,94
CC(C)NC(=O)c1cc(-c2ccc(NC(=O)Nc3cc(C(F)(F)F)cc(C(F)(F)F)c3)cc2)nc2cccnc12,99[8.25 µM],84[8.25 µM],111[8.25 µM],92[8.25 µM],96[8.25 µM],113[8.25 µM],101[8.25 µM],92[8.25 µM],82[8.25 µM]
O=C(Nc1ccccc1Cl)Oc1ccc(-c2ccccc2)cc1,103,105,114,120,103,127,112,104,110

# The main list resumes, repeating the 5 entries before the break.
SMILES,HT29,NCI-H460,NCI-H322M,KM12,NCI-H226,COLO 205,SW-620,HCT-15,HCT-116
Oc1ccc[nH]c1=S,97,101,108,101,94,125,105,97,91
CC(C)c1ccc(Cn2nc(Nc3ccc(Cl)c(Cl)c3)nc2N)cc1,87,94,93,59,79,112,106,74,81
NC(=O)c1c(NC(=O)c2ccc(Cl)cc2)sc2c1CCC(=O)C2,63,100,94,42,98,76,13,63,8.7*
CCCCCCCCCCCCCCCCCCCC/C=C/C1CC(=O)OC1=O (stereo not drawn),107,100,97,104,105,106,100,94,96
Cc1cc2n(n1)C(C(C)C)C(C(=O)c1cc(Cl)c(C)cc1O)=CN2 (stereo not drawn),91,91,106,72,71,93,96,86,57
Nc1cc(S(=O)(=O)O)cc2cc(S(=O)(=O)O)c(N=Nc3ccccc3)c(O)c12,106,99,.,90,96,102,92,104,99
O=C1c2ccccc2-c2cn(Cc3ccccc3)c3cccc(c23)C1c1cccnc1 (stereo not drawn),4.3*,23,54,30,.,.,31,31,28
Nc1nc(-c2no[n+]([O-])c2-c2csc(N)n2)cs1,103,114,104,106,94,112,109,105,101
CCOC(=O)C1=C(C)NC(C)=C(C(=O)OCC)C1c1ccncc1,104,105,107,100,101,103,104,98,94
Nc1nn2c(-c3cc4cc(Br)ccc4oc3=O)ccnc2c1N=Nc1ccc(F)cc1,120,77,106,108,91,103,108,93,57
COc1ccc2oc(=O)cc(C3NOC(N)=C3C#N)c2c1 (stereo not drawn),104,107,105,110,105,103,111,108,109
COc1ccccc1/C=N\NC(=O)c1ccncc1,110,111,106,110,105,106,109,101,93
COC(=O)CCc1n(Cc2ccc3ccccc3c2)c2ccccc2[n+]1Cc1ccc2ccccc2c1,-25*,6.3*,37,-59*,18,-57*,12,79,0.4*
CCOC(=O)/C(C#N)=C\Nc1ccc2ncnc(Nc3ccccc3Cl)c2c1,100,99,47,89,116,110,116,99,113
O=C1Nc2ccc(Cl)cc2/C1=C/c1c[nH]c2ccccc12,84,82,76,19,83,92,108,59,87
CCCCC1(/C=N/NC(N)=S)NC(=O)NC1=O (stereo not drawn),87,108,104,102,98,100,103,106,95
Cc1c(N=Nc2ccc(N(C)C)cc2)cc[n+]([O-])c1C,93,89,112,100,106,109,90,104,99
COc1cc(/C=C/c2cc(/C=C/c3ccc(O)c(OC)c3)n(-c3ccc(Cl)cc3)c(=O)n2)ccc1O,-5.1*,92,82,77,91,91,86,85,51
O=C1N[C@@H]2[C@@H](O)[C@@H](O)[C@H](O)C[C@H]2c2cc3c(cc21)OCCO3,105,107,104,108,98,111,104,103,95
O=C1OC2C(I)C3CC1C2C3 (stereo not drawn),102,107,92,103,98,106,104,107,106
O=C(Cc1ccccc1)Nc1nc(O)c(/C=C2\C(=O)C=Cc3ccccc32)s1,111,99,98,106,100,111,96,100,90
O=C(O)c1ccc(NC(=O)c2nc(-c3ccccc3)n(-c3ccc(Cl)cc3)n2)cc1,95,101,105,102,97,112,101,107,104
N#C/C(=C\c1ccc(-c2ccccc2Cl)o1)C(=O)Nc1ncc(Cc2ccc(Cl)cc2)s1,106,73,88,97,114,115,100,88,89
CC(C)(C)c1ccc(O)c(O)c1,130,102,124,106,109,116,97,95,87
O=C(CSc1nccc(Nc2ccc(S(=O)(=O)Nc3nccs3)cc2)n1)c1ccccc1,111,108,102,111,93,110,106,105,92
CCOC(=O)/C(=C/c1ccc(OC)cc1)P(=O)(OCC)OCC,106,73,112,87,100,95,81,77,76
O=C(Nc1c(Br)cc2c(c1Br)Cc1cc([N+](=O)[O-])ccc1-2)C(Cl)Cl,95,82,85,87,.,.,86,87,.
CCOC(=O)C1=C(C)NC(=O)NC1c1ccc(OCC(=O)N=Nc2c(O)[nH]c3ccc(C)cc23)cc1 (stereo not drawn),91,96,94,92,89,94,97,103,84
COc1ccc(-c2nc(NCC(=O)c3ccc(Br)cc3)[nH]c(=O)c2C#N)cc1,110,106,95,99,100,109,109,110,101
O=C1c2ccccc2-c2c1c1ncccc1c(=O)n2CCCn1ccnc1,53,82,96,84,87,83,47,100,32

# 2 of these compounds in a different format:
molecule	HT29	NCI-H460	NCI-H322M	KM12	NCI-H226	COLO 205	SW-620	HCT-15	HCT-116
N#C/C(=C\c1ccc(-c2ccccc2Cl)o1)C(=O)Nc1ncc(Cc2ccc(Cl)cc2)s1	106	73	88	97	114	115	100	88	89
CC(C)(C)c1ccc(O)c(O)c1	130	102	124	106	109	116	97	95	87

# Other entries.
SMILES,HT29,NCI-H460,NCI-H322M,KM12,NCI-H226,COLO 205,SW-620,HCT-15,HCT-116
CC(C)(Cc1ccc([N+](=O)[O-])cc1)[N+](=O)[O-],99,116,97,104,98,112,113,102,103
COc1ccc(Cn2cc3c(c2-c2ccccc2)CCc2cncnc2-3)cc1,20,27,110,27,72,45,27,45,27
CCOC(=O)CC1CSC(Nc2ccccc2F)=N1 (stereo not drawn),104,111,101,104,108,105,102,105,95
CC1(C)NCCC[C@]2(C)[C@H]3C=CC4=C5C[C@@](C)(C(=O)N[C@@H](CO)Cc6ccccc6)CC[C@]5(C)CC[C@@]4(C)[C@]3(C)CC[C@@H]12,66,97,106,101,97,99,105,86,79
CCC(=O)Nc1ccc(Br)cc1,102,104,103,109,105,112,104,110,107
COc1cc(-c2nn(C(=O)NS(=O)(=O)c3ccccc3)cc2-c2ccncc2)ccc1Cl,54,103,97,94,67,71,112,98,85
Cn1nc(C(C)(C)C)cc1NC(=O)Cc1ccc(Nc2cc(Nc3ccc(S(C)(=O)=O)cc3)ncn2)cc1,95,103,96,30,.,94,124,98,81
Cc1cc(N2CCOCC2)nc(-n2ccnc2)n1,104,102,106,102,96,105,100,97,90
Cc1ccc(Nc2nc(N)nc(CSc3nnc(-c4ccc(C)cc4)n3-c3ccccc3)n2)cc1,91,71,83,83,67,103,94,91,86
CSc1ccc(N2C(N)=NC(N)=NC2(C)C)cc1,56,100,85,77,.,56,40,101,36
O=C(O)CCCSc1nc(-c2ccccc2)cc(-c2ccccc2)n1,106,109,103,102,98,109,104,95,102
COc1ccc(-c2nc3ncccn3c2-c2nc3ccc(Br)cc3[nH]2)cc1,89,90,94,84,93,104,94,85,83
CN1C(=O)N(C)C2SC(N/N=C/C=C/c3ccccc3)=NC21 (stereo not drawn),73,94,94,58,79,122,64,37,72
Cc1ccc(N=Nc2c(S(=O)(=O)O)cc3cc(S(=O)(=O)O)c(N=Nc4ccc([N+](=O)[O-])cc4)c(O)c3c2N)cc1,98,.,107,103,102,111,97,108,107
O=C1CCCN1c1nc(-c2ccc(Cl)cc2)cs1,96,103,90,95,79,106,108,97,103
Cc1ccc(NC(=O)c2ccc(C)c([N+](=O)[O-])c2)c(C)c1,82,102,107,101,100,.,107,92,97
COC(=O)[C@]12CCC(C)(C)C[C@H]1[C@H]1C(=O)C[C@@H]3[C@@]4(C)CCC(=O)C(C)(C)[C@@H]4CC[C@@]3(C)[C@]1(C)CC2,37,63,104,48,93,58,74,39,58
CCOC(=O)c1cc2ccccc2o1,105,106,98,102,101,113,111,104,102

# Compound activity deposited in PubChem by NCI.
